influenza NS1A: H1N1 influenza NS1A inhibitors, functional cell based assay (AID 504329) | NS1A functional cell-based assay, percent inhibition; higher % means a stronger effect | inhibition, % at 12.5 µM; hits with a dose series show IC50 in µM | 340,000 compounds, 0.3% hits; in the data active means a potency from the dose series; inconclusive means inhibition above about 27% without an active follow-up result; further: strong numbers were not always called active
M. tuberculosis: growth inhibition of non-replicating M. tuberculosis (AID 488890) | Mycobacterium tuberculosis non-replicating, growth inhibition; higher % means a stronger effect | inhibition, % at 25 µM; hits with a dose series show IC50 in µM | 320,000 compounds, 0.39% hits; in the data active means a potency from the dose series; inconclusive means inhibition mostly from about 82% at the one dose, without a potency; inactive means the rest, 99 in 100 with inhibition below about 76%;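 further: plate controls were DMSO cells for no effect and high antibiotic wells for full effect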
inhibitors of VEEV: inhibitors of VEEV TC-83 cytopathic effect, confirmation, Vero cells (AID 588727) | Vero cells, VEEV TC-83 cytopathic effect inhibition; higher % means a stronger effect | one-dose inhibition, % at 20 µM; IC50 in µM for titrated hits | 350,000 compounds, 0.13% hits; in the data active means a potency from the dose series; inconclusive means inhibition mostly from about 14% at the one dose, without a potency; inactive means the rest, 99 in 100 with inhibition below about 12%; further: strong numbers were not always called active
Salmonella PhoP GFP: PhoP regulon inhibitors, Salmonella typhi PhoP promoter GFP reporter, confirmatory (AID 1850); Salmonella Typhi PhoP-promoter GFP reporter, fluorescence, 4 h; higher % means a stronger effect; inhibition, % at 50 µM, or IC50 in µM where a hit was titrated; 310,000 compounds, 0.33% hits; in the data active means a potency from the dose series; inconclusive means inhibition mostly from about 25% at the one dose, without a potency; inactive means the rest, 99 in 100 with inhibition below about 19%;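 further: 0% = induced wells with vehicle and 100% = uninduced wells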
H37Rv inhibition: M. tuberculosis growth inhibition, HTS (AID 449762). M. tuberculosis H37Rv growth inhibition, 7H9 media; higher % means a stronger effect. inhibition, % at 25 µM, or IC50 in µM where a hit was titrated. 330,000 compounds, 0.59% hits; in the data active means a potency from the dose series; inconclusive means inhibition above about 70% without an active follow-up result;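 further: bacterial growth assessed after seven days of incubation; strong numbers were not always called active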
* = called active by the depositor.

What do the screens show for `O=c1c2sc3nc(N4CCOCC4)c4c(c3c2nnn1Cc1ccccc1)CCCC4`?
influenza NS1A: 7%; M. tuberculosis: 7%; inhibitors of VEEV: 2.8%; Salmonella PhoP GFP: -10%; H37Rv inhibition: 7%

Results for CCOC(=O)/C=c1\s/c(=C\c2ccc(C)cc2)c(=O)n1CC(=O)NCc1ccco1 ?
influenza NS1A: 3%; M. tuberculosis: -2%; inhibitors of VEEV: 0.1%; Salmonella PhoP GFP: -6%; H37Rv inhibition: -8%

How did CCCn1c(SCC(=O)Nc2cccc(F)c2)nc(O)cc1=O do in these assays?
influenza NS1A: -6%; M. tuberculosis: 38%; inhibitors of VEEV: 0.7%; H37Rv inhibition: -5%

Results for O=C(NCc1ccccn1)c1c(O)c2cccc3c2n(c1=O)CC3 ?
influenza NS1A: -3%; M. tuberculosis: 42%; inhibitors of VEEV: 8.0%; Salmonella PhoP GFP: -7%; H37Rv inhibition: 5%

Results for CCOc1ccc(N(C(=O)c2cnccn2)C(C(=O)NC2CCCCC2)c2ccc(O)cc2)cc1 (stereo not given) ?
influenza NS1A: -2%; M. tuberculosis: 16%; inhibitors of VEEV: inactive; Salmonella PhoP GFP: 5%; H37Rv inhibition: 0%

How did Cc1ccc(S(=O)(=O)c2nc(-c3ccccc3Cl)oc2NCCCN2CCOCC2)cc1 do in these assays?
influenza NS1A: 26%; M. tuberculosis: 11%; inhibitors of VEEV: 7.5%; Salmonella PhoP GFP: 0%; H37Rv inhibition: 15%

How did Cc1nc2c(C(=O)NCCC(C)C)c[nH]n2c(=O)c1Cc1ccccc1F do in these assays?
influenza NS1A: -20%; M. tuberculosis: 46%; inhibitors of VEEV: inactive; Salmonella PhoP GFP: 11%; H37Rv inhibition: 0%

What do the screens show for `c1cnc(-c2nnc3n2CCCCC3)cn1`?
influenza NS1A: -1%; M. tuberculosis: 7%; inhibitors of VEEV: 0.2%; Salmonella PhoP GFP: 16%; H37Rv inhibition: -4%

How did Cc1cc(Cl)c2oc(C(=O)N(C)C3CCOC3)c(C)c2c1 (stereo not given) do in these assays?
influenza NS1A: 14%; M. tuberculosis: 28%; inhibitors of VEEV: inactive; Salmonella PhoP GFP: -9%; H37Rv inhibition: -3%

What do the screens show for `COc1ccc(N2CCN(S(=O)(=O)c3ccc(-c4cnc(C5CC5)o4)cc3)CC2)cc1`?
influenza NS1A: -4%; M. tuberculosis: 16%; inhibitors of VEEV: 1.7%; Salmonella PhoP GFP: 2%; H37Rv inhibition: 14%

How did O=C1CCCc2oc3ccc(NS(=O)(=O)c4cccc5cccnc45)cc3c21 do in these assays?
influenza NS1A: 1%; M. tuberculosis: -1%; inhibitors of VEEV: 1.3%; Salmonella PhoP GFP: 1%; H37Rv inhibition: -6%

How did Cc1ccccc1OCCCCCCN1CCNCC1 do in these assays?
influenza NS1A: 5%; M. tuberculosis: 13%; inhibitors of VEEV: 5.8%; Salmonella PhoP GFP: 16%; H37Rv inhibition: -18%

How did O=C(CSc1nnc(-c2ccc(O)cc2)n1Cc1ccco1)N1CCc2ccccc2C1 do in these assays?
influenza NS1A: 0%; M. tuberculosis: 31%; inhibitors of VEEV: 3.0%; Salmonella PhoP GFP: -3%; H37Rv inhibition: 9%

How did Nn1c(SCC(=O)NCCc2ccc(S(N)(=O)=O)cc2)nnc1C1CCCCC1 do in these assays?
influenza NS1A: -18%; M. tuberculosis: 1%; inhibitors of VEEV: 2.3%; H37Rv inhibition: 2%

What do the screens show for `O=C(NCCCN1CCN(Cc2ccccc2)CC1)C1CCN(S(=O)(=O)N2CCCC2)CC1`?
influenza NS1A: -17%; M. tuberculosis: 9%; inhibitors of VEEV: inactive; Salmonella PhoP GFP: 0%; H37Rv inhibition: -4%

Results for O=C1NC(Cc2ccc(O)cc2)c2nc3cc(F)ccc3c(=O)n2-c2cc(Cl)ccc21 (stereo not given) ?
M. tuberculosis: 5%; H37Rv inhibition: 7%

Results for CCCCn1c(O)c(C(C)=NCc2ccco2)c(=O)[nH]c1=O ?
influenza NS1A: -12%; M. tuberculosis: -8%; inhibitors of VEEV: 1.2%; Salmonella PhoP GFP: 1%; H37Rv inhibition: 2%

Results for COc1ccccc1C(=O)NC(CCSC)C(=O)NCC(c1cccs1)N1CCOCC1 (stereo not given) ?
influenza NS1A: -1%; M. tuberculosis: -10%; inhibitors of VEEV: 2.6%; Salmonella PhoP GFP: 2%; H37Rv inhibition: -2%

What do the screens show for `CCOC(=O)CSc1nc(=O)n2cccc(C)c2n1`?
M. tuberculosis: -6%; inhibitors of VEEV: inactive; Salmonella PhoP GFP: 0%; H37Rv inhibition: -2%

What do the screens show for `CCOC(=O)Cc1csc(CC(N)=O)n1`?
influenza NS1A: 8%; M. tuberculosis: 2%; inhibitors of VEEV: 9.5%; Salmonella PhoP GFP: 8%; H37Rv inhibition: -2%

What do the screens show for `CCN(CC)CCCN(C(=O)c1cccc(C)c1)c1nc(-c2ccc(OC)cc2)cs1`?
influenza NS1A: 8%; M. tuberculosis: 68%; inhibitors of VEEV: 4.6%; Salmonella PhoP GFP: 6%; H37Rv inhibition: inconclusive

What do the screens show for `CCN1C(=O)[C@H]2[C@H]3CN=C(SCc4ccc(C(=O)OC)cc4)N3[C@@](C)(C(=O)OC)[C@H]2C1=O`?
influenza NS1A: -21%; inhibitors of VEEV: inactive

Results for Cc1ccc(Nc2cnn(C34CC5CC(CC(CC(=O)O)(C5)C3)C4)c(=O)c2Cl)cc1 ?
influenza NS1A: 22%; M. tuberculosis: 8%; inhibitors of VEEV: 0.8%; Salmonella PhoP GFP: -8%; H37Rv inhibition: 7%

What do the screens show for `N#Cc1c(N2CCN(c3ccc(F)cc3)CC2)nc(N)c2c(N)nc3c(c12)CC(=O)N3C1CC1`?
influenza NS1A: 10%; inhibitors of VEEV: 7.5%

What do the screens show for `CCOC(CNc1cc(C)nc2c(-c3ccccc3OC)c(C)nn12)OCC`?
influenza NS1A: 15%; M. tuberculosis: 13%; inhibitors of VEEV: 0.1%; Salmonella PhoP GFP: 5%; H37Rv inhibition: -1%

How did CC(=O)Nc1ccc(N=NC2C(=O)N(C(N)=S)N=C2C)cc1 (stereo not given) do in these assays?
influenza NS1A: -4%; M. tuberculosis: 58%; inhibitors of VEEV: 1.6%; Salmonella PhoP GFP: 5%; H37Rv inhibition: 5%

What do the screens show for `O=C(O)c1cccc(-c2nc3ccccc3[nH]2)c1`?
influenza NS1A: -10%; M. tuberculosis: 2%; inhibitors of VEEV: inactive; Salmonella PhoP GFP: 2%; H37Rv inhibition: -11%

Results for CCOc1ccc(S(=O)(=O)N2CCN(C(=O)c3ccc(Cl)c(S(=O)(=O)N4CCOCC4)c3)CC2)cc1 ?
influenza NS1A: -6%; inhibitors of VEEV: 0.8%

What do the screens show for `O=C(COc1ccccc1/C=C1\SC(=O)NC1=O)Nc1ccccc1`?
influenza NS1A: 2%; M. tuberculosis: 70%; inhibitors of VEEV: inactive; Salmonella PhoP GFP: -1%; H37Rv inhibition: -3%

What do the screens show for `CCCCC1CCC(C(=O)N(CC(C)C)c2c(N)n(Cc3ccccc3)c(=O)[nH]c2=O)CC1` (stereo not given)?
M. tuberculosis: 51%; Salmonella PhoP GFP: 6%; H37Rv inhibition: inconclusive

Nothing new here: an excerpt of the list.
What do the screens show for `CCN(CC)CCCN(C(=O)c1cccc(C)c1)c1nc(-c2ccc(OC)cc2)cs1`?
influenza NS1A: 8%; M. tuberculosis: 68%; inhibitors of VEEV: 4.6%; Salmonella PhoP GFP: 6%; H37Rv inhibition: inconclusive

What do the screens show for `CCN1C(=O)[C@H]2[C@H]3CN=C(SCc4ccc(C(=O)OC)cc4)N3[C@@](C)(C(=O)OC)[C@H]2C1=O`?
influenza NS1A: -21%; inhibitors of VEEV: inactive

Results for Cc1ccc(Nc2cnn(C34CC5CC(CC(CC(=O)O)(C5)C3)C4)c(=O)c2Cl)cc1 ?
influenza NS1A: 22%; M. tuberculosis: 8%; inhibitors of VEEV: 0.8%; Salmonella PhoP GFP: -8%; H37Rv inhibition: 7%

What do the screens show for `N#Cc1c(N2CCN(c3ccc(F)cc3)CC2)nc(N)c2c(N)nc3c(c12)CC(=O)N3C1CC1`?
influenza NS1A: 10%; inhibitors of VEEV: 7.5%

What do the screens show for `CCOC(CNc1cc(C)nc2c(-c3ccccc3OC)c(C)nn12)OCC`?
influenza NS1A: 15%; M. tuberculosis: 13%; inhibitors of VEEV: 0.1%; Salmonella PhoP GFP: 5%; H37Rv inhibition: -1%

How did CC(=O)Nc1ccc(N=NC2C(=O)N(C(N)=S)N=C2C)cc1 (stereo not given) do in these assays?
influenza NS1A: -4%; M. tuberculosis: 58%; inhibitors of VEEV: 1.6%; Salmonella PhoP GFP: 5%; H37Rv inhibition: 5%

(cont.)
How did O=[N+]([O-])c1cccc(C=NN=C2c3ccccc3-c3ccccc32)c1 do in these assays?
influenza NS1A: 13%; inhibitors of VEEV: 1.8%

How did COc1ccc(/C=C(\C#N)C(=O)N2CCOCC2)cc1Br do in these assays?
influenza NS1A: 9%; M. tuberculosis: -2%; inhibitors of VEEV: 1.8%; Salmonella PhoP GFP: 1%; H37Rv inhibition: -3%

What do the screens show for `COCCn1c(SCc2ccc(F)cc2)nc2c1c(=O)[nH]c(=O)n2C`?
influenza NS1A: -15%; M. tuberculosis: 12%; inhibitors of VEEV: 0.1%; Salmonella PhoP GFP: -1%; H37Rv inhibition: 2%

How did Cc1cc(C)c2c3c(sc2n1)C(=O)N(C)CC(=O)N3 do in these assays?
influenza NS1A: -3%; M. tuberculosis: -5%; inhibitors of VEEV: 2.2%; Salmonella PhoP GFP: -4%; H37Rv inhibition: 3%

How did COc1cc(CN2CCCCCC2)c([N+](=O)[O-])cc1OC do in these assays?
influenza NS1A: -3%; M. tuberculosis: 30%; inhibitors of VEEV: 0.9%; Salmonella PhoP GFP: -6%; H37Rv inhibition: -9%

Results for CN(C)S(=O)(=O)c1cccc(NC(=O)CCCc2nc3ccccc3c(=O)[nH]2)c1 ?
influenza NS1A: -12%; M. tuberculosis: 7%; inhibitors of VEEV: 6.1%; Salmonella PhoP GFP: 7%; H37Rv inhibition: 0%

Results for O=C(Nc1ccc(S(=O)(=O)N2CCCC2)cc1)c1cccs1 ?
influenza NS1A: -5%; M. tuberculosis: 4%; inhibitors of VEEV: 7.6%; Salmonella PhoP GFP: -6%; H37Rv inhibition: 1%

How did Cc1ccccc1SCCNC(=O)c1ccccc1Br do in these assays?
influenza NS1A: -8%; M. tuberculosis: 59%; inhibitors of VEEV: 0.2%; Salmonella PhoP GFP: -4%; H37Rv inhibition: 5%

How did Cc1c(Cl)c([N+](=O)[O-])nn1CC(=O)N1CCCc2ccccc21 do in these assays?
influenza NS1A: -1%; M. tuberculosis: 8%; inhibitors of VEEV: inactive; Salmonella PhoP GFP: -2%; H37Rv inhibition: -6%

What do the screens show for `CCOc1ccc(S(=O)(=O)N2CCCCC2)cc1NC(=O)c1c(CC)noc1C`?
influenza NS1A: -1%; M. tuberculosis: 15%; inhibitors of VEEV: 5.5%; Salmonella PhoP GFP: -2%; H37Rv inhibition: 1%

How did O=C(NC(=C(Cl)Cl)P(=O)(c1ccccc1)c1ccccc1)c1ccccc1 do in these assays?
influenza NS1A: 9%; M. tuberculosis: -10%; inhibitors of VEEV: 11%; Salmonella PhoP GFP: -6%; H37Rv inhibition: -7%

How did Cc1c(C)c2c(OCC(=O)Nc3ccc(CCO)cc3)cc3c(c2oc1=O)CCC(C)(C)O3 do in these assays?
influenza NS1A: 9%; M. tuberculosis: -12%; inhibitors of VEEV: 0.2%; Salmonella PhoP GFP: 9%; H37Rv inhibition: -3%

Results for CCOc1ccc(NC(=O)C2CCCN(c3cnccn3)C2)cc1 (stereo not given) ?
influenza NS1A: -2%; M. tuberculosis: 10%; inhibitors of VEEV: 0.7%; Salmonella PhoP GFP: 1%; H37Rv inhibition: -3%

How did COc1cccc(/C=N/NC(=O)c2cc3c(OC)cccc3[nH]2)c1OC do in these assays?
influenza NS1A: 3%; M. tuberculosis: -10%; inhibitors of VEEV: 11%; Salmonella PhoP GFP: -13%; H37Rv inhibition: -4%

Results for CCn1cc(/C=N\NC(=O)Cc2ccc([N+](=O)[O-])cc2)c(C)n1 ?
influenza NS1A: -3%; M. tuberculosis: -8%; inhibitors of VEEV: 1.3%; Salmonella PhoP GFP: -1%; H37Rv inhibition: 5%

How did COCCn1c(SCc2nc3cc(OC)c(OC)cc3c(=O)[nH]2)nnc1-c1ccncc1 do in these assays?
influenza NS1A: -15%; M. tuberculosis: -4%; inhibitors of VEEV: 0.8%; Salmonella PhoP GFP: -31%; H37Rv inhibition: 5%

Bioassay records as filed in PubChem BioAssay.
